# Bioassay records (PubChem BioAssay)
# NPR1 activator = GC-A (human) enzyme activation; HEK293 GC-A cells, cGMP TR-FRET, EC30 ANP; 0% at EC30 ANP, 100% saturating ANP; P16066; 370,000 compounds, 0.14% hits; activation, % at 10 µM; in the data active = activation above about 40%
# ADAM10 inh = ADAM10 inhibition, QFRET primary screen | O14672 | recombinant ADAM10, EDANS/DABCYL FRET peptide cleavage, 3 h | inhibition, % at 7 µM | 370,000 compounds, 0.62% hits;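 active = inhibition above a per-campaign cutoff equal to the mean of compounds falling between control-based bounds plus 3 SD, cut at about 20% in these data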;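 note: 0% = DMSO wells while the 100% control is not disclosed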
# GAA850 FXN act = activators of GAA850 frataxin (FXN) promoter; HEK293 lucGAA850 FXN promoter luciferase reporter, 24 h; percent of 10 µM SAHA response; activation, % at 6 µM; 360,000 compounds, 0.56% hits; AID 540364;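 active = activation above the average of all compounds screened plus 3 SD, cutoff fixed separately per campaign, cut at about 7.5% in these data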;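 note: 0% = DMSO wells and 100% = 10 µM SAHA wells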
# ASAP1 GAP inh = inhibitors of human ASAP1 ArfGAP activity. ASAP1-stimulated ARF1 GTP hydrolysis, GDP FP detection. AID 624377. Q9ULH1. 360,000 compounds, 0.19% hits. inhibition, % at 16.5 µM; in the data active = inhibition above about 25%;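 note: 0% = vehicle with enzyme and substrate and 100% = no enzyme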
# Target sequence (Q9ULH1 325-724 limits assumed): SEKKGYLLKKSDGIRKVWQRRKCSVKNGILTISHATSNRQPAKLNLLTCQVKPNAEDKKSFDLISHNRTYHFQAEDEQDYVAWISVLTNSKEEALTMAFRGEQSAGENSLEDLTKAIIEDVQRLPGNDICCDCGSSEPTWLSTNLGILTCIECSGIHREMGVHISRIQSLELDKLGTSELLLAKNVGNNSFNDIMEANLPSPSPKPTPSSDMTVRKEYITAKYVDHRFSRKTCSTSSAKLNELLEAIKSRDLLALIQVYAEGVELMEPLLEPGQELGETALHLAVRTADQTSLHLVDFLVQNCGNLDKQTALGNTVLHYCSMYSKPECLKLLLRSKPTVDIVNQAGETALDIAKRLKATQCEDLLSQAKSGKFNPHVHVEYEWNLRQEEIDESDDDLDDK
# ARFGAP1 inhibitor = rat ARFGAP1 inhibition; Q62848; Arfgap1-stimulated ARF1 GTP hydrolysis, GDP FP detection; AID 651572; inhibition, % at 16.5 µM; 360,000 compounds, 0.26% hits;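 active = inhibition above a per-plate limit, mean inhibition of low control wells plus 3 SD, cut at about 25% in these data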;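 note: 0% = DMSO wells with enzyme and 100% = wells lacking Arfgap1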
# Target sequence (Q62848 1-136 limits assumed): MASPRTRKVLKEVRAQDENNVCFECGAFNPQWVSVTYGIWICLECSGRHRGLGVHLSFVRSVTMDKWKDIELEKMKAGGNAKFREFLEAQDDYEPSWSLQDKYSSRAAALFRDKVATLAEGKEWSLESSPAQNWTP
#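 Assay system: Rat Arfgap1 GAP domain (His6, aa 1-136), purified enzyme | Buffer or medium: HEPES 25 mM pH 7.5, NaCl 150 mM, MgCl2, DTT | Schedule: GTP hydrolysis reaction 2 h at 25 °C | Signal: FP of antibody-bound GDP Alexa 633 tracer, ex 620/em 688 nm | Measure: Percent inhibition of Arfgap1-stimulated GTP hydrolysis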
# sPLA2-III inh = Blocks human group III sPLA2 activity; 370,000 compounds, 0.56% hits; Q9NZ20; inhibition, % at 12.2 µM; AID 743126; QFRET BODIPY PC-A2 liposome hydrolysis, fluorescence;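 active = inhibition above mean plus 3 SD of compounds lying within the high and low control bounds, cut at about 19% in these data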;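 note: 0% = median of test compound wells and 100% = no enzyme DMSO wells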
# Target sequence (Q9NZ20 whole entry, looked up): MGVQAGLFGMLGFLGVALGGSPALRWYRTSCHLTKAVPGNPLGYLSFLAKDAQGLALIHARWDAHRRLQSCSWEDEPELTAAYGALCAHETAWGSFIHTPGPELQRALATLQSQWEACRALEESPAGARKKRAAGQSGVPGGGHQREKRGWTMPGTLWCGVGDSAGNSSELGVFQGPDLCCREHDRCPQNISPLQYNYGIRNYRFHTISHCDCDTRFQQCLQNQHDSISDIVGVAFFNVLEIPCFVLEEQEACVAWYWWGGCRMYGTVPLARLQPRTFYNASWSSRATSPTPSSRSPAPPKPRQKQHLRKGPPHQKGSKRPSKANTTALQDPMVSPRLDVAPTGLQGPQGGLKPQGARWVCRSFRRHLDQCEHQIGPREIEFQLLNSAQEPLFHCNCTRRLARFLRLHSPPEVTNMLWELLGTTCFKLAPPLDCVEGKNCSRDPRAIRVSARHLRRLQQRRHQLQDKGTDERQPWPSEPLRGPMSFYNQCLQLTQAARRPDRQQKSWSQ
# KLK7 zymogen act = activators of human kallikrein-7 zymogen; P49862; AID 652039; 370,000 compounds, 0.9% hits; purified proKLK7, EDANS-DABCYL substrate fluorescence; 100% is mature enzyme control, 0% vehicle; activation, % at 7 µM;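 active = activation above the mean of all tested compounds plus 3 SD, computed per campaign excluding outliers beyond control limits, cut at about 13% in these data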
# GC-B act = GC-B (human) receptor activation. P20594. HEK293-GC-B cells, CNP EC30, cGMP TR-FRET; 0% at EC30 CNP, 100% saturating CNP. activation, % at 10 µM. 370,000 compounds, 0.11% hits. AID 1920062;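 active = activation at 10 µM reaching about 35% in either raw or pattern-adjusted values, limit read from the data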
# rCAG binder = molecules binding r(CAG) RNA repeats; r(CAG) RNA repeat, TO-PRO-1 dye displacement fluorescence; inhibition, % at 3 µM; 370,000 compounds, 1.3% hits; AID 651821;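 active = inhibition above the plate cutoff, the mean of all test compounds on that plate plus 3 SD, cut at about 35% in these data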;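 note: 0% = DMSO alone and 100% = 100 µM mitoxantrone as full dye displacement; higher means more dye released from RNA so lower well fluorescence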
# DDE Tn6 FP inh = inhibitors of Tn6 peptide binding to human fibrin DD(E) | Fibrin DD(E) TRITC-Tn6 fluorescence polarization displacement | 370,000 compounds, 0.21% hits | inhibition, % at 8.3 µM | P02675;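 active = inhibition above a per-campaign cutoff: mean of compounds within control limits plus 3 SD, cut at about 15% in these data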;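 note: 0% = median of all compound wells on the plate and 100% = blocking peptide control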
# An asterisk follows results filed as active; i = inactive; x = no result given; & = joins results of further samples.
SMILES,NPR1 activator,ADAM10 inh,GAA850 FXN act,ASAP1 GAP inh,ARFGAP1 inhibitor,sPLA2-III inh,KLK7 zymogen act,GC-B act,rCAG binder,DDE Tn6 FP inh
CCOc1ccc(S(=O)(=O)N2CCC(C(=O)Nc3cc(S(C)(=O)=O)ccc3Cl)CC2)cc1,-5,0,0.3,16,2,-10,0.3,-2,7,-8
Cc1ccc(S(=O)(=O)Oc2ccc(/C=C3/N=C(c4ccccc4)OC3=O)cc2)cc1,-6,2,0.2,4,-2,-24,0.6,-5,32,9
O=C(OCc1ccccc1)N1CCC2CC1c1c(-c3ccc(C(F)(F)F)cc3)cccc12 (stereo not given),3,-5,-0.2,-18,-3,-4,0.2,3,2,5
COc1ccc(NC(=O)c2cnc3ccccn3c2=O)c(OC)c1,-2,-6,2.8,1,1,-5,0.0,-2,1,-1
COc1ccc(S(=O)(=O)N2CCC(C(=O)NCCC(=O)NCc3cccc(OC)c3)CC2)cc1,2,-5,0.8,-9,-8,-7,0.5,3,-2,10
CN(CCOc1ccccc1)C(=O)c1cc([N+](=O)[O-])ccc1N1CCOCC1,-1,-5,1.0,-12,5,10,0.1,-6,-6,-6
Cc1sc2nc(C)n(/N=C/N(C)C)c(=O)c2c1C,0,-8,1.1,3,-8,6,0.6,-3,-2,-6
CC(C)(C)c1ccc(C(=O)CSc2ncn[nH]2)cc1,2,-1,-0.6,-11,-16,-28,-0.3,2,0,-1
O=C(OCC(=O)N1CCc2ccccc21)c1ccc(Br)o1,-1,-2,-0.2,11,-5,-2,-0.1,-2,0,-5
Cc1cccc(Nc2nc(NCC3CCCO3)nc(N)c2[N+](=O)[O-])c1 (stereo not given),-5,1,3.5,12,-1,-6,-0.4,-7,3,6
COc1ccccc1/C=N/NC(=O)Cn1cnc([N+](=O)[O-])n1,0,-1,0.3,6,-10,-4,1.1,-4,2,4
Cc1c(C=O)c(C=O)c(C)n1Cc1ccccc1,1,-1,-2.7,1,-10,-2,1.0,8,-3,-4
COc1ccc(-c2cc(O)cc(O)c2)cc1,4,-3,1.4,4,19,-21,0.4,-8,5,-9
CCN1CCN(CCc2nc3cc(NC(=O)COc4ccccc4)ccc3n2C)CC1,4,-22,2.7,13,3,10,0.6,-2,-4,7
C#CCNC(=O)C[C@H]1C[C@@]2(C(=O)OC)C(=C[C@H](C3CCCC3)O[C@@H]2C)N(CCc2ccc(OC)c(OC)c2)C1=O,-2,2,x,x,x,-3,0.3,-7,-2,-2
C/C=C(\C)C(=O)NNC(=O)c1sc(-c2ccccc2)nc1C,0,5,-0.9,-4,-9,-6,0.1,1,0,-2
CCCCOc1ccccc1C1NC(=O)CCC1[N+](=O)[O-] (stereo not given),-1,-1,2.1,-6,-1,12,-0.3,0,-4,5
CC(CCCCCCCCC(=O)O)N(CCO)C(=O)OC(C)(C)C (stereo not given),2,9,1.0,-2,-1,-6,0.2,2,3,5
CCOC(=O)c1nn(-c2ccccc2)c(C#N)c1N,-5,i,0.5,-4,-6,-6,25*,-7,-2,6
Cc1noc(NC(=O)c2ccccc2Cl)c1C#N,1,1,-0.4,4,10,2,0.1,-3,1,-5
CC(NCc1ccc(S(N)(=O)=O)cc1)C(=O)Nc1ccc([N+](=O)[O-])cc1Cl (stereo not given),0,2,1.5,-4,4,-2,0.0,-4,5,1
Cc1cc(NS(=O)(=O)c2ccc(NC(=O)CN3C(=O)NC(C)(c4ccccc4)C3=O)cc2)nc(C)n1 (stereo not given),1,-10,-1.2,-1,-1,3,0.3,-2,5,1
CCN(CC)S(=O)(=O)c1cccc(-c2nn(-c3ccccc3)cc2/C=C(\C#N)C(=O)NCc2ccco2)c1,5,-5,-2.1,-4,-2,0,-0.2,12,5,-1
Cc1ccc(S(=O)(=O)N2CCCCC2)cc1C(=O)N(C)CCOc1ccccc1,-4,-20,0.9,-5,-11,0,0.1,0,-8,-1
Cc1cccc(C)c1OCCSc1nc2ccccc2n1CC(=O)O,3,3,2.9,-11,11,-8,0.5,2,14,-11
Cc1ccc(NC(=O)CN2C(=O)COc3ccc(S(=O)(=O)N4CCCC4)cc32)cc1C,6,-2,-1.7,-7,-4,-8,0.7,-5,5,-10
CCCc1nc2ccc(C)cn2c1Cc1ccccc1OC,-14,-76,x,5,-6,-3,-1.2,-9,0,0
CN(C(=O)C1CCC(=O)N(CCCN2CCCC2=O)C1)C(C1CC1)C1CC1 (stereo not given),2,0,-0.4,0,7,8,-0.4,0,-1,-1
CNC(=O)NC(=O)Cn1nc2n(c1=O)-c1ccccc1SC2,-6,8,-0.7,-3,11,2,0.0,0,-2,-2
COc1cccc2[nH]c3c(=O)[nH]cnc3c12,3,i,0.7,11,4,5,13*,2,5,-3
COc1ccc(NC(=O)c2ccco2)cc1NC(=O)c1ccccc1[N+](=O)[O-],2,-17,3.6,-2,10,4,0.4,1,-2,1
COc1ccc(C2=Nc3ccccc3N(C(=O)c3cc(Cl)cc(Cl)c3)C2C(=O)NCc2ccccc2)cc1 (stereo not given),-3,10,x,16,5,-14,-15,-1,9,-8
COc1cc(C2=CN(Cc3ccccc3)CCC2=O)cc(OC)c1OC,-2,0,1.7,1,5,-6,-0.7,0,-7,-1
O=C(CNC(=O)c1ccccc1F)N/N=C/c1cc(Br)ccc1OC(=O)/C=C/c1ccco1,-5,-12,1.4,9,4,-12,-0.6,-6,4,0
CCCCCCSc1cccc(-c2nc3ccc(Cl)cn3c2NCCCC)c1,2&-1,-5&-26,1.4,1&6,-5&-14,6&17,0.7&-1.4,2&-1,-1&2,-7&6
O=C(CSc1nc(COc2ccccc2)nc2ccccc12)NC1CCCC1,-7,7,2.0,5,1,1,-0.3,-3,1,9
CCOc1ccc(NC(=O)C2CCCN(S(=O)(=O)c3c(C)nn(C)c3C)C2)cc1 (stereo not given),1,-11,0.2,6,4,0,0.0,-3,0,0
CCN(CC)C(=O)CSc1nnc(-c2cccnc2)n1CCc1ccccc1,0,2,2.0,-16,6,5,0.5,6,-7,-1
O=C(CNCCC1=CCCCC1)Nc1ccccc1N1CCCCCC1,4,8,-0.3,-4,-3,-6,0.6,-10,-8,3
CCOc1ccccc1NC(=O)CSc1nc(=O)n(Cc2ccncc2)c2c1CCC2,1,-10,-0.5,-5,20,8,-0.3,4,-13,-5
CCN(CC)S(=O)(=O)c1ccc(C(=O)OCC(=O)Nc2sc3c(c2C#N)CCCCC3)cc1,-3,6,3.5,3,3,-3,0.5,-4,8,-7
Cc1ccc(NC(=O)Nc2ccc(Cl)cc2)c(Br)c1,3,1,2.7,2,1,10,-0.1,-1,7,-2
O=S(=O)(c1ccccc1F)N1CCN(Cc2cc3c(cc2Br)OCCO3)CC1,-2,10,1.0,8,16,-7,0.2,1,-3,4
NC(=O)NCCCC(=O)NCC(c1ccccc1Cl)c1c[nH]c2ccccc12 (stereo not given),-8,-10,1.4,8,3,-12,-0.1,-3,4,13
O=C(Nc1ccc(N2CCCCC2)c(C(=O)O)c1)c1ccco1,2,-2,0.2,-8,-10,1,-0.4,2,-1,-2
CCN(CC)CCn1c2c(c(SCC(=O)Nc3nc4ccccc4s3)nc1=O)CCCC2,8,-13,-0.1,-4,0,-9,0.5,-1,-6,13
O=c1cnnc(N/N=C/c2c[nH]c3ccccc23)[nH]1,-2,-2,0.9,-3,-2,0,0.1,-3,0,1
CC(C)CCNC(=S)Nc1ccccn1,1,-6,3.5,10,0,8,-0.4,5,-2,-2
C[C@H](CO)N1C[C@H](C)[C@H](CN(C)C(=O)Nc2ccc(C(F)(F)F)cc2)Oc2ncc(-c3cccnc3)cc2C1=O,-2,-9,-0.1,-15,0,-4,-0.2,-3,0,7
CCOc1cc(/C=N/NC(N)=O)cc(Br)c1OCc1ccccc1F,3,4,0.8,5,12,10,0.4,-5,6,-4
Cc1nc(-c2ccc(Cl)cc2)sc1C1(C)CC(c2ccccc2Br)=NO1 (stereo not given),2,-3,-0.5,21,-1,7,-0.6,-1,4,1
COc1ccc(CNC(=O)C(=O)NCCCn2ccnc2)cc1,2,5,-1.9,-2,-7,3,-0.1,2,-2,3
CCn1c(Cc2ccccc2)nnc1SCC(=O)Nc1ccccc1N1CCOCC1,-2,9,-0.3,-1,9,-2,0.5,-4,-4,-2
O=c1[nH]c2ccc(Cl)cc2c(-c2ccccc2)c1N1CCOCC1,-5,-24,2.6,10,-10,-5,1.3,-11,2,-1
NC(=S)Cc1nc2n(n1)Cc1ccccc1-2,-2,4,-0.5,-3,4,4,0.5,1,2,5
Cc1ccccc1NC(=O)Cc1nc(CSc2nnc(-c3ccc4c(c3)OCO4)o2)cs1,-1,-1,0.2,-3,-4,-21,0.1,-1,-1,3
COc1ccccc1N(C)S(=O)(=O)c1ccc(C(=O)Nc2ccc(N3CCOCC3)cc2)cc1,3,10,-0.8,-4,3,-5,0.1,3,2,1
CC(=O)c1ccc(OCc2cc(C(=O)NC(C)c3cnn(C)c3)no2)cc1 (stereo not given),1,5,0.9,-11,-3,-2,-0.3,-1,6,8
CCN(/N=C/C=C/c1ccccc1)c1cc(=O)n(C)c(=O)[nH]1,-5,4,0.6,11,10,5,-0.4,-6,-1,-12
CN(Cc1nc2ccccc2c(=O)[nH]1)C(=O)c1cc(-c2ccc(Br)cc2)nc2ccccc12,6,-19,-0.2,6,1,9,0.1,3,6,8

# Random excerpt: 2 entries already listed
SMILES,NPR1 activator,ADAM10 inh,GAA850 FXN act,ASAP1 GAP inh,ARFGAP1 inhibitor,sPLA2-III inh,KLK7 zymogen act,GC-B act,rCAG binder,DDE Tn6 FP inh
CCN(CC)S(=O)(=O)c1ccc(C(=O)OCC(=O)Nc2sc3c(c2C#N)CCCCC3)cc1,-3,6,3.5,3,3,-3,0.5,-4,8,-7
Cc1nc(-c2ccc(Cl)cc2)sc1C1(C)CC(c2ccccc2Br)=NO1 (stereo not given),2,-3,-0.5,21,-1,7,-0.6,-1,4,1

# Further records:
SMILES,NPR1 activator,ADAM10 inh,GAA850 FXN act,ASAP1 GAP inh,ARFGAP1 inhibitor,sPLA2-III inh,KLK7 zymogen act,GC-B act,rCAG binder,DDE Tn6 FP inh
COC(=O)c1ccc2ccccc2c1OC1OC(CO)C(O)C(O)C1NC(C)=O (stereo not given),0,-1,-1.1,14,-6,0,-0.4,1,1,0
CCS(=O)(=O)c1ccc2c(c1)N(S(=O)(=O)c1ccc(C)cc1)CC(C(=O)O)O2 (stereo not given),-1,-5,0.8,-2,-1,-1,0.2,4,7,-1
CCOC(=O)c1sc(NC(=O)CSc2nc(-c3ccco3)cc(C(F)(F)F)n2)c(C(=O)OC)c1C,-2,1,-0.3,-8,0,3,-0.1,1,2,-7
CCOC(=O)[C@@H]1[C@H]2COc3ccccc3[C@H]2N2C(=O)N(c3ccc(OC)cc3)C(=O)[C@]12C,1,2,-2.1,-13,15,-7,0.7,2,11,7
COc1cccc(NC(=O)N2CCc3nc(NCc4cccc(Oc5ccccc5)c4)ncc3C2)c1,-4,-47,-4.2,6,4,-7,0.6,1,6,-1
C=CC[C@]12C[C@@]3(O[C@H](c4ccccn4)N=C3C[C@H](c3ccc(OC)cc3)[C@H]1C)N(C1CCN(Cc3ccccc3)CC1)C2=O,-2,5,x,6,11,3,0.4,2,7,8
